# High-throughput results deposited in PubChem by The Scripps Research Institute Molecular Screening Center.
# S1P1 ag: activates the human S1P1 receptor; 16,000 compounds, 1.5% hits; Sphingosine 1-phosphate receptor 1 (Homo sapiens), P21453; S1P1 agonist cell-based reporter assay; activation, % at 4.5 µM; in the data active means activation above about 80%
# Target sequence (P21453 whole entry, looked up): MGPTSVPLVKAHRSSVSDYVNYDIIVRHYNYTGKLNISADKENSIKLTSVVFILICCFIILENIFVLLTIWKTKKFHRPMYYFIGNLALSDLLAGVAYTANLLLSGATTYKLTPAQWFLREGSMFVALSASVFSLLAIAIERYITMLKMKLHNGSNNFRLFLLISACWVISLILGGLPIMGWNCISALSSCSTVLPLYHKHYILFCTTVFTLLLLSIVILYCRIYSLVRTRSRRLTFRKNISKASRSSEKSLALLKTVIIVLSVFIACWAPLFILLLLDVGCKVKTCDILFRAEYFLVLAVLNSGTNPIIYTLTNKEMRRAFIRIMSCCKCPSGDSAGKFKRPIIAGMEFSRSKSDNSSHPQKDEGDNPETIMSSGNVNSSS
# TLR4-MyD88 inh: inhibitors of human TLR4-MyD88 binding; Toll-like receptor 4 (Homo sapiens), O00206; Cell-based TLR4-MyD88 binding inhibition assay; inhibition, % at 10 µM; 16,000 compounds, 0.06% hits; AID 811, 2007; in the data active means inhibition above about 45%
# PME-1 Maybr inh: inhibitors of human PME-1 in Maybridge library | Protein phosphatase methylesterase 1 (Homo sapiens), Q9Y570 | recombinant PME-1, FP-Rh probe fluorescence polarization | inhibition, % at 9 µM | 16,000 compounds, 0.5% hits | AID 2291, 2010; in the data active means inhibition above about 30%
# Nox1 inhibitor: inhibitors of human NADPH oxidase 1 (Nox1). Q9Y5S8. HT29 cells, luminol chemiluminescence ROS. 16,000 compounds, 0.81% hits. inhibition, % at 6.7 µM
# Target sequence (Q9Y5S8 whole entry, looked up): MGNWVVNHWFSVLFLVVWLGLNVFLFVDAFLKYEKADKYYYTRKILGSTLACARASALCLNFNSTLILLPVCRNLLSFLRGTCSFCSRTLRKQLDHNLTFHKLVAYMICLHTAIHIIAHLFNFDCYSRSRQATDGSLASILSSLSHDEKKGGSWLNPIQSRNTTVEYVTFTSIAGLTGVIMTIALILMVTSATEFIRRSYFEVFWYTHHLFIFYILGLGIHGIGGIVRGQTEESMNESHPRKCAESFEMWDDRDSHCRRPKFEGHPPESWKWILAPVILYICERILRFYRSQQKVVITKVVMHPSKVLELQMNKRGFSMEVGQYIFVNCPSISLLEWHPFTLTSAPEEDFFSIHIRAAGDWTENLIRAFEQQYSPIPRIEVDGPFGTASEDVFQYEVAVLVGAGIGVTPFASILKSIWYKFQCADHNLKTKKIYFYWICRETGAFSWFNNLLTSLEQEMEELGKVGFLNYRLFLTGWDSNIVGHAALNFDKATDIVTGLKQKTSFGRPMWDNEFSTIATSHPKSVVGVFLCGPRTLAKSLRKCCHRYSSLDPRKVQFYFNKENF
# rat GALR2 ag: agonists of rat galanin receptor 2 (GALR2); cell-based GALR2 agonist screen; 16,000 compounds, 0.5% hits; Galanin receptor type 2 (Rattus norvegicus), O08726; activation, % at 10 µM; in the data active means activation above about 15%
# luminol inh ctr: counter-screen for Nox1 inhibitors: inhibitors of luminol chemiluminescence. HRP/luminol/H2O2 chemiluminescence counterscreen. inhibition, % at 6.7 µM. 16,000 compounds, 0.4% hits; further: reference of the scale not given here
# NOTCH ag: agonists of NOTCH signaling. AID 434982, 2010. activation, % at 2.5 µM. 15,000 compounds, 0.4% hits. NOTCH signaling luciferase reporter cells, luminescence; in the data active means activation above about 2.2%
# KOR antag MB: antagonists of human kappa opioid receptor OPRK1, Maybridge library. OPRK1 cells, antagonist mode, fluorescence readout. inhibition, % at 9 µM. 16,000 compounds, 0.4% hits; in the data active means inhibition above about 50%
# Numbers without * were called inactive; nt = not tested or not shown. Unless noted, no stated cut-off is given here; in the data, active means inhibition above about 75%; inactive means the rest.
SMILES,S1P1 ag,TLR4-MyD88 inh,PME-1 Maybr inh,Nox1 inhibitor,rat GALR2 ag,luminol inh ctr,NOTCH ag,KOR antag MB
COC(=O)c1cnn(-c2c(Cl)cc(Cl)cc2Cl)c1C(OC)OC,-21,-7,3,0,-8,-7,nt,-18
CC1CCC(C)N1c1cc(C(F)(F)F)cc(C(F)(F)F)c1 (stereo unspecified),-15,-1,2,12,-5,0,-0.9,5
CN(C)C(=S)Nc1ccc([N+](=O)[O-])cc1,-3,7,3,11,-7,2,0.3,-15
O=C(O)CC(CC(=O)O)c1ccc(C(F)(F)F)cc1,1,0,-1,-30,-9,1,-0.8,0
COc1ccc(-n2nc(C(=O)Oc3ccc([N+](=O)[O-])cc3)c3ccccc3c2=O)cc1,-3,15,-2,-12,-6,1,-0.2,-6
N#CSCc1ccccc1[N+](=O)[O-],-3,-6,3,18,-5,-6,0.9,2
Cc1ccc(N2C(=O)CC(C)CC2=O)cc1,8,2,-2,2,-6,-1,0.3,23
O=C(Nc1cncc(C#Cc2ccccc2)c1)Nc1cccc(C(F)(F)F)c1,-12,-7,-221,-6,-10,1,-0.8,22
N#CC(C#N)=NNc1cccc(F)c1C#N,18,-7,-5,11,-6,3,-0.1,5
CCOc1ccc(/C=N/NC(N)=S)cc1,-10,-8,2,0,-3,-2,-0.4,6
NC(=O)N/C(CSc1ccc(Cl)cc1)=N\O,33,12,-1,-36,-5,5,0.0,14
CN(C)c1cccc(N(C)C)c1CNC(=O)C(Cl)(Cl)Cl,5,-13,4,18,-7,-6,-5.4,2
CCOC(=O)c1cnn(C)c1NS(C)(=O)=O,-3,0,4,-71,-4,1,-0.8,-24
O=S(=O)(c1ccc2c(c1)OCCCO2)N(Cc1ccccn1)Cc1ccccn1,1,8,1,-23,-5,2,-1.0,11
O=C1c2ccccc2C(=O)N1CN(CCSc1ccccc1)CN1C(=O)c2ccccc2C1=O,-14,11,-1,1,-3,-4,-0.7,-1
C/C(=N\Nc1ccccc1)c1cc(Cl)cc(Cl)c1O,14,-22,4,-26,-7,-11,0.5,-3
COc1ccc(CCNC(=O)/C(C#N)=C/c2ccc[nH]2)cc1OC,5,0,3,6,-1,-3,-0.1,-13
O=C(O)/C=C/C(=O)Nc1ccc(Oc2ccccc2)cc1,-14,-6,2,13,-5,-56,-0.2,28
Nc1cc(Cl)c(S(N)(=O)=O)cc1S(=O)(=O)NCc1ccccc1,-9,-2,7,-10,-5,-4,-0.7,-11
O=C(C1=NNCC1c1ccc(Cl)cc1)c1ccc2ccccc2c1 (stereo unspecified),5,-5,8,14,0,-3,-0.3,16
Cc1ccc(NC(=O)C(=O)N/N=C/c2ccc3c(c2)OCO3)cc1C,-4,8,-5,-1,-9,4,0.0,-8
CCC(C)Nc1ncnc2cc(OC)c(OC)cc12 (stereo unspecified),-6,-1,-1,-44,-7,3,-0.5,3
O=C(O)C1CC(=O)N(Cc2cccs2)C1 (stereo unspecified),-8,9,3,-32,-2,-2,-0.8,5
Cc1c(C#N)c(-n2cccc2)n(CC2CC2)c1C,73,-1,1,-5,-7,4,-0.1,10
Nc1ccc(Nc2ccc([N+](=O)[O-])cc2[N+](=O)[O-])cc1,6,1,0,-64,-5,3,2.1,-7
O=C(NC(=O)N1CCSCC1)c1c(F)cccc1F,-1,1,5,6,-1,-3,-0.1,6
O=C(O)c1cc(-c2cccs2)nc2ccc(Br)cc12,22,-5,0,-2,-7,-3,-0.6,8
COc1ccccc1N1CCN(CCCCNC(=O)c2ccc(Cl)cc2)CC1,-1,5,3,-68,-6,1,-0.9,8
Cc1nn(C)c2ncc(C(=O)O)c(SC(C)C)c12,6,2,3,6,-4,-4,-0.2,8
NC(=S)NC1CC2CC1C1C=CCC21 (stereo unspecified),3,-8,1,-13,-7,8,0.7,-27
CC(=O)NNS(=O)(=O)c1scc(S(=O)(=O)c2ccc(Cl)cc2)c1C,-3,-4,1,-10,-8,3,-0.2,-20
O=C(NCc1ccco1)c1ccc2c(c1)OCCCO2,-14,11,1,-23,-4,-2,-0.9,6
Cc1cc(C(=O)Nc2csc(-c3ccc(Cl)cc3)c2)c(C)o1,-6,9,-10,-4,-9,-1,-0.4,1
CC(=O)Nc1ccc(Br)cc1OC(F)(F)F,0,4,1,-4,-6,-1,-0.5,-1
O=C(Nc1csc2ccccc12)N1CCN(c2ccc(C(F)(F)F)cn2)CC1,24,10,-6,-49,-3,2,-0.1,-6
O=C(NC(=O)c1csc(-c2ccc(C(F)(F)F)cc2Cl)n1)Nc1ccc(F)cc1,-7,-10,-2,-17,-7,5,-1.2,2
CCOC(=O)c1noc(-c2cccc([N+](=O)[O-])c2)c1C#N,3,12,0,-65,-5,4,-0.3,26
O=C(CSCc1c(F)cccc1Cl)c1ccc2c(c1)OCCO2,13,-8,6,8,-7,-8,-0.3,6
CN(C)c1ccc2nsnc2c1[N+](=O)[O-],0,5,3,38,-2,11,0.4,2
Cc1ccc(-c2nc(-c3ccncc3)n[nH]2)c([N+](=O)[O-])c1,7,7,7,-2,-2,2,-0.3,0

# By substructure: those above with bromine.
SMILES,S1P1 ag,TLR4-MyD88 inh,PME-1 Maybr inh,Nox1 inhibitor,rat GALR2 ag,luminol inh ctr,NOTCH ag,KOR antag MB
O=C(O)c1cc(-c2cccs2)nc2ccc(Br)cc12,22,-5,0,-2,-7,-3,-0.6,8
CC(=O)Nc1ccc(Br)cc1OC(F)(F)F,0,4,1,-4,-6,-1,-0.5,-1

# (continued)
SMILES,S1P1 ag,TLR4-MyD88 inh,PME-1 Maybr inh,Nox1 inhibitor,rat GALR2 ag,luminol inh ctr,NOTCH ag,KOR antag MB
COc1cccc2c1OC1=C(C2)C(=O)CC(C)(C)C1,6,8,3,5,-4,-5,-0.1,-53
COc1cc(C(=O)Nc2ccccc2SCCC#N)cc(OC)c1OC,-35,5,-1,-15,-6,3,-0.5,-15
CC(C)(C)S(=O)(=O)/C(C#N)=C/Nc1ccc(Cl)cn1,-16,-1,-2,-42,-4,3,0.6,17
O=C(CN1C(=O)c2ccccc2S1(=O)=O)N1CCOCC1,17,4,2,16,-2,-5,-0.9,6
Cc1nn(-c2ccccc2)nc1C(=O)Nc1ccc2[nH]ccc2c1,13,0,0,-36,-5,3,-0.5,9
O=C(O)c1ccc2nc(-c3cccc(-c4nc5ccc(C(=O)O)cc5[nH]4)c3)[nH]c2c1,73,5,8,-55,-9,4,-0.4,2
Cc1noc(/C=C/c2nn(C)cc2Cl)c1[N+](=O)[O-],28,-14,3,-37,-3,0,-0.5,28
O=C(Nc1ccccn1)c1cc(-c2ccccc2)c(C(F)(F)F)s1,87*,-6,-44,6,-10,-3,0.1,7
O=C(NC(=O)c1ccc(-c2cccs2)s1)SCc1cccs1,-8,-6,-1,-24,-5,-2,-0.5,10
S=C(N/N=C/c1ccco1)NC1CC2CCC1C2 (stereo unspecified),-27,-2,-2,-7,-1,5,-0.5,-9
CCCC1NC(=O)NC(C)=C1C(=O)OCC (stereo unspecified),28,8,-5,-43,-1,3,-0.6,-4
COc1ccc2cc(/C(C)=N/OC(=O)Nc3ccccc3)ccc2c1,5,6,-6,-5,-6,-19,0.1,1
CC(=O)c1sc2sc(Br)c(C)c2c1C,-12,-1,-6,-45,-2,4,-0.9,17
O=C1c2ccccc2C(=O)c2c(F)ccc(F)c21,37,6,-3,-45,-2,3,-0.4,9
Cc1cc(C)c(/C=N/NC(=O)c2cccnc2)[nH]1,-2,18,4,-3,-7,4,-0.2,4
N#CCc1ccc(NC(=O)c2ccccc2C(=O)Nc2ccc(CC#N)cc2)cc1,1,5,0,-22,-8,3,-0.8,21
Cc1cccc(Nc2ncncc2C#N)c1C,0,16,2,-41,0,2,-0.5,4
O=C1CSC(c2ccc(Cl)cc2Cl)N1c1ccccn1 (stereo unspecified),-2,7,0,-2,-7,0,nt,-9
Cc1nnc(SCc2c(F)cccc2Cl)[nH]c1=O,5,-6,0,-71,-5,2,-0.1,8
CCS(=O)(=O)c1ccc(NS(=O)(=O)c2sc3ccc(Cl)cc3c2C)cc1,19,-6,7,-59,-6,0,-1.0,7
CC(C)(C)OC(=O)n1ccc2cc(Br)ccc21,111*,12,-1,-51,-3,2,-0.8,0
CCOC(=O)CN/C(SC)=C(/C#N)C(=O)c1cccs1,-7,-1,0,-103,-6,-1,-0.4,0
Cc1nc(-c2nc(-c3ccnc(SCC(=O)Nc4ccc(Cl)cc4)n3)cs2)cs1,10,-12,-10,22,7,-6,-0.6,-13
O=S(=O)(CS(=O)(=O)NCc1cccs1)NCc1cccs1,17,6,-2,-39,-4,4,-0.3,-7
N#CNC(=NC1CCCCC1)NC1CCCCC1,5,8,6,-7,-8,-5,0.5,-2
CC(C)c1cccc2c1OC(C(C)C)C(=O)N2 (stereo unspecified),-17,5,3,-43,-2,-1,-0.1,2
O/N=C(/c1ccccn1)C1CCCCC1,-10,7,-2,-12,-4,3,-0.7,-3
CN(C)c1ccncc1C(O)C(F)(F)F (stereo unspecified),1,-5,-4,-36,-5,3,-0.2,10
O=C1C(=O)N(CN2CCc3c([nH]c4ccccc34)C2C(F)(F)F)c2ccc(F)cc21 (stereo unspecified),13,-5,-6,9,-8,-2,-0.3,34
Nc1c(-c2n[nH]c(=S)n2-c2ccc(Cl)cc2Cl)cnn1-c1ccccc1,-16,0,1,-22,-2,4,-0.2,-10
Cc1ccc(CSc2nnc(Cc3ccsc3)n2C)cc1,-13,-2,1,2,3,-3,-0.4,-11
COc1ccc(Oc2cc(C(F)(F)F)ccn2)cc1,1,3,29,-44,-8,0,-0.6,-19
Cc1nn(C(=O)C2CC2)c(C)c1Oc1ccc(Cl)cc1,7,8,0,-22,-7,1,-0.3,-12
CN(C)C(=O)c1ccc(OCC(F)(F)F)nc1,-2,-9,-3,-14,-4,2,0.4,5
COC(=O)c1scc(S(=O)(=O)Cc2ccco2)c1N/N=C(\C#N)S(=O)(=O)C(C)C,0,-5,8,10,-4,-1,0.1,14
Cc1c(S(=O)(=O)NCc2csc(-c3cccs3)n2)cnn1-c1ccccc1,6,11,10,-6,-4,-2,-0.1,-14
C#CC(CC)(CC)Nc1ccsc1C(=O)O,-6,-24,6,9,-5,-6,-0.3,15
Cc1oc2c(F)c(F)c(F)c(F)c2c1S(=O)(=O)Oc1ccc(C#N)cc1,4,11,-3,-30,-5,1,0.1,-8
CC(=O)C(N=Nc1ccc2c(c1)COCO2)C(C)=O,-10,9,3,-43,-4,10,-0.2,-10
COc1cccc(OC)c1CCOC(=O)c1c(F)cccc1F,10,8,-3,-23,-10,3,0.1,0

# Record cards (already shown). Values in the order: S1P1 ag, TLR4-MyD88 inh, PME-1 Maybr inh, Nox1 inhibitor, rat GALR2 ag, luminol inh ctr, NOTCH ag, KOR antag MB
# N#CSCc1ccccc1[N+](=O)[O-] is listed as -3, -6, 3, 18, -5, -6, 0.9, 2
# S=C(N/N=C/c1ccco1)NC1CC2CCC1C2 (stereo unspecified) is listed as -27, -2, -2, -7, -1, 5, -0.5, -9
# CN(C)C(=S)Nc1ccc([N+](=O)[O-])cc1 is listed as -3, 7, 3, 11, -7, 2, 0.3, -15

# Only PME-1 Maybr inh (4 entries from above):
compound,PME-1 Maybr inh
Cc1oc2c(F)c(F)c(F)c(F)c2c1S(=O)(=O)Oc1ccc(C#N)cc1,-3
O=S(=O)(CS(=O)(=O)NCc1cccs1)NCc1cccs1,-2
CN(C)C(=O)c1ccc(OCC(F)(F)F)nc1,-3
CC(C)(C)OC(=O)n1ccc2cc(Br)ccc21,-1

# Going on with the list.
SMILES,S1P1 ag,TLR4-MyD88 inh,PME-1 Maybr inh,Nox1 inhibitor,rat GALR2 ag,luminol inh ctr,NOTCH ag,KOR antag MB
COC(=O)CCc1c(C(=O)OCc2ccccc2)[nH]c(C)c1C(=O)OC(C)(C)C,-13,-11,-6,9,-8,-6,-0.4,-27
COc1cc(C=C(C#N)C#N)cc(OC(C)=O)c1OC(C)=O,-8,-7,4,94*,-8,22,-0.3,0
C(=N\Nc1ccc2ccccc2n1)/c1ccccn1,35,10,8,10,-5,24,-0.4,11
O=S(=O)(NCc1cc(F)cc2c1OCOC2)c1ccc(-c2ccccn2)s1,4,-2,4,16,-6,0,0.5,-9
CC1CCCN(c2ccc3nncn3n2)C1 (stereo unspecified),-23,6,3,-73,1,0,-0.2,7
CC1=NNC(=O)C1Oc1ccc(Cl)cc1Cl (stereo unspecified),7,3,7,37,-3,-4,-0.2,9
COc1cc(C=Nc2cc(C)ccc2NC(C)=O)cc(OC)c1OC,-2,-7,3,-3,-5,-6,0.0,-26
